Compound activity deposited in PubChem BioAssay by several laboratories.
procasp3 activ = activators of human procaspase-3; P42574; recombinant procaspase-3 D3A, Ac-DEVD-pNA absorbance 405 nm; activation, % at 8.5 µM; 330,000 compounds, 0.11% hits; AID 463141;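 active = activation above the mean of all tested compounds plus 3 SD, cut at about 21% in these data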;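 also: 0% = DMSO alone and 100% = DMSO wells spiked with extra 5 µM PC-3 D3A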
Target sequence (P42574 whole entry D9A/D28A/D175A): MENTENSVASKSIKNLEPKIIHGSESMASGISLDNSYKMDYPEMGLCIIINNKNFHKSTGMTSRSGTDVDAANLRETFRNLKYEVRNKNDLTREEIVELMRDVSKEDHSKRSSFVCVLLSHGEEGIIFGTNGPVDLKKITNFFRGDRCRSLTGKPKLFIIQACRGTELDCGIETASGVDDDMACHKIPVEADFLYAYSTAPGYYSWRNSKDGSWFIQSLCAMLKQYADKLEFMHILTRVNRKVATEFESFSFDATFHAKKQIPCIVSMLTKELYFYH
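Technique: 405 nm absorbance of p-nitroaniline, reads at 0 and 120 min; Test system: Procaspase-3 D3A mutant; Incubation: 1 h enzyme-compound preincubation, then 2 h substrate reaction, 25 °C; Repeats: singlicate, each compound tested once; Benchmarks: low control DMSO wells, high control DMSO plus 5 µM PC-3 D3A.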
MEP2-GFP yeast = modulators of TOR pathway MEP2-GFP in S. cerevisiae; S. cerevisiae MEP2-GFP strain, flow cytometry GFP, 3 h; 100% = DMSO control level; GFP response vs DMSO, % at 10 µM; 330,000 compounds, 0.51% hits;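 active = GFP response versus DMSO above a set limit, roughly screen mean plus 3 SD, cut at about 180% in these data; inconclusive = fewer than 70 cells counted for a yeast strain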;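 also: median GFP fluorescence of the barcode-gated MEP2-GFP cells per well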
LAP4 TOR yeast = modulators of TOR pathway LAP4-GFP in S. cerevisiae; S. cerevisiae LAP4-GFP multiplex, flow cytometry GFP, 3 h; median GFP as percent of DMSO wells; GFP response vs DMSO, % at 10 µM; 320,000 compounds, 0.34% hits;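 active = GFP response vs DMSO above a set limit, about the screen mean plus 3 SD, cut at about 150% in these data; inconclusive = under 70 cell events counted for the yeast strain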
proCasp7 act = counter-screen for procaspase-3 activators: activators of human procaspase-7; recombinant procaspase-7, Ac-DEVD-pNA absorbance 405 nm; D23A/D198A/D206A triple mutant, cannot self-cleave; scale: DMSO 0, 5 µM enzyme 100; AID 463210; 330,000 compounds, 0.093% hits; activation, % at 8.5 µM; P55210;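 active = percent activation above the screen-wide mean plus 3 SD, cut at about 25% in these data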
Target sequence (P55210 whole entry D23A/D198A/D206A): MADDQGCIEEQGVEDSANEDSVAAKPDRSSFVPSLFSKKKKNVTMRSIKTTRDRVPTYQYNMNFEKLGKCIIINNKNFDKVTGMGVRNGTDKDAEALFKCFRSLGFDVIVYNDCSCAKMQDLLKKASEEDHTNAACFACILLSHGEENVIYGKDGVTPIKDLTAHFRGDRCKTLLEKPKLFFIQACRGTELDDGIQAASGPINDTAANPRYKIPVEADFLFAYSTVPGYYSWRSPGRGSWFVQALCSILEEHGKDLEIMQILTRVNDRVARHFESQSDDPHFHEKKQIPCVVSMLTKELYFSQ
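Assay system – Uncleavable procaspase-7 mutant enzyme · Quantity – 2 µM procaspase-7 mutant as dispensed · Times – 1 h preincubation, 2 h reaction · Dosing – single nominal 8.5 µM compound dose, 0.8% DMSO final · Buffer or medium – Zinc-free 50 mM HEPES buffer, pH 7.4, with NaCl and Triton X-100 · Detection – Epi-absorbance of released pNA at 405 nm, two timepoints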
RPL19A-GFP yeast = yeast TOR pathway RPL19A-GFP modulation. S. cerevisiae RPL19A-GFP strain, flow cytometry, 3 h; stronger effect = lower value. percent response vs DMSO, % at 10 µM. 330,000 compounds, 0.3% hits. AID 2025;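 active = percent response vs DMSO below 50%; inconclusive = fewer than 70 events counted for the yeast strain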;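 also: median channel GFP fluorescence of the barcoded RPL19A-GFP strain; ratio of sample median GFP to plate DMSO average so 100% = DMSO; lower means less RPL19A-GFP as with rapamycin TOR inhibition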
AGP1 TOR yeast = modulators of TOR pathway AGP1-GFP in S. cerevisiae; S. cerevisiae AGP1-GFP multiplex flow cytometry, 3 h; GFP as percent of DMSO wells; GFP response vs DMSO, % at 10 µM; 320,000 compounds, 0.02% hits;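 active = GFP response relative to DMSO above a set limit, near screen average plus 3 SD, cut at about 150% in these data; inconclusive = fewer than 70 cells counted for the yeast strain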;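 also: median GFP channel fluorescence of the gated AGP1 strain per well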
CIT2 TOR yeast = modulators of TOR pathway CIT2-GFP in S. cerevisiae; 320,000 compounds, 0.065% hits; GFP response vs DMSO, % at 10 µM; AID 2029; S. cerevisiae CIT2-GFP strain, flow cytometry, 3 h; 100 means same as DMSO wells;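 active = GFP response relative to DMSO above a set limit, near the screen mean plus 3 SD, cut at about 150% in these data; inconclusive = Fewer than 70 cells measured for a yeast strain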;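 also: ratio of well median GFP fluorescence to mean of DMSO wells on the plate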
AHR activator = human AHR activation; P35869; AHR-responsive luciferase reporter cells, luminescence; activation, % at 5 µM; 320,000 compounds, 2.5% hits; AID 2796; in the data active = activation above about 47%;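 also: 0% = vehicle wells and 100% = reference agonist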
* hit, by the source's call; ? = inconclusive; . = not tested or not shown; [ ] = remark or other dose.

Below each SMILES: procasp3 activ, MEP2-GFP yeast, LAP4 TOR yeast, proCasp7 act, RPL19A-GFP yeast, AGP1 TOR yeast, CIT2 TOR yeast, AHR activator
COc1ccc(CCN(C)CCC(=O)Nc2c(C)cc(C)cc2C)cc1OC
    6, 97, 90, -6, 98, 103, 106, -1
CCOC(=O)c1ccc(NC(=O)CCc2nnc3ccc(N4CCCC4)nn23)cc1
    11, 105, 97, 6, 106, 102, 105, 1
Cc1ccc2oc(=O)c3cc(C(=O)NCCCN4CCCC(C)C4)sc3c2c1 (stereo unspecified)
    -1, 103, 100, 1, 102, 108, 109, 2
CON/C=C(\C=Nc1ccc(C(F)(F)F)cc1)c1ncc(C(F)(F)F)cc1Cl
    -5, 107, 100, 2, 109, 111, 107, 108*
CC(C)(C)NC(=O)C(OC(=O)c1cccs1)c1ccc(C#N)cc1 (stereo unspecified)
    3, 113, 119, 9, 105, 112, 101, 13
CC1=C(C(=O)OCc2ccccc2)C(c2ccsc2)C(C#N)=C(N)O1 (stereo unspecified)
    4, 102, 103, 3, 96, 96, 100, 5
CCC(=O)Nc1ccc2oc(-c3cccnc3)nc2c1
    -10, 104, 116, -7, 104, 109, 106, -2
C=CCn1c(SCC(=O)N(CC)C2CCS(=O)(=O)C2)nc2sc3c(c2c1=O)CCC3 (stereo unspecified)
    9, 101, 103, 5, 98, 98, 104, 0
Cc1cccc(NC(=O)c2cccc3c2-c2ccccc2C3=O)n1
    -2, 105, 101, 0, 99, 102, 101, 5
COc1cccc([C@@H]2CC=C(C(=O)O)[C@H](c3ccc(Br)cc3)N2S(=O)(=O)c2ccc(C)cc2)c1
    0, 103, 101, 1, 99, 96, 95, -1
CC(=O)Nc1ccc(C(=O)c2ccccc2)cc1
    -6, 101, 102, 11, 96, 104, 98, 2
CC(CNC(=O)COC(=O)c1ccco1)c1ccccc1 (stereo unspecified)
    -4, 99, 102, -7, 97, 97, 95, -2
COc1ccccc1NC(=O)Nc1nc(CC(=O)NCc2ccc(F)cc2)cs1
    -1, 99, 88, 18, 88, 86, 94, 9
CN(C)c1ccc(Nc2ccc([N+](=O)[O-])cn2)cc1
    -21, 106, 93, -22, 103, 101, 98, 37
CSCCC(NC(=O)c1ccccc1Br)C(=O)NNC(=O)c1ccncc1 (stereo unspecified)
    8, 114, 101, -5, 96, 97, 98, -1
COc1ccc(S(=O)(=O)N2CCCCC2)cc1NC(=O)CNc1ccc(F)cc1C
    5, 89, 92, 2, 93, 91, 93, 1
Cc1noc(NS(=O)(=O)c2ccc(NC(=O)CSc3nnc(-c4ccccc4)n3C3CCCCC3)cc2)c1C
    -3, 100, 100, -7, 99, 106, 104, -1
CCOc1ccccc1NC(=O)C1CCN(C(=O)C2CC(=O)N(c3ccc(C)cc3)C2)CC1 (stereo unspecified)
    4, 103, 107, -1, 107, 106, 108, 0
CCCOc1ccc(NC(=O)CC2C(=O)N(C)C(=S)N2Cc2ccc3c(c2)OCO3)cc1 (stereo unspecified)
    -5, 101, 99, 7, 98, 98, 98, 2
CC1CCCC(C)N1C(=O)COC(=O)C12CC3CC(CC(Cl)(C3)C1)C2 (stereo unspecified)
    11, 99, 91, 2, 97, 102, 96, -1
CCCn1c(SCC(=O)Nc2cc(C(=O)O)ccc2C)nc2sc3c(c2c1=O)CCC3
    3, 108, 104, 5, 99, 101, 98, -1
CCOc1ccccc1OCCn1nc2ccccc2n1
    -3, 103, 91, 1, 99, 95, 92, 5
Cc1ccc2cc(CN(Cc3ccco3)C(=O)NC3CCCCC3)c(=O)[nH]c2c1C
    3, 93, 75, 3, 117, 83, 81, 1
COc1ccccc1N1CCN(CC(O)COc2ccc3c(C)cc(=O)oc3c2)CC1 (stereo unspecified)
    -2, 107, 97, 6, 106, 104, 103, 0
CC(=O)Nc1ccc(NC(=O)C2(C)CC2(Cl)Cl)cc1 (stereo unspecified)
    -3, 98, 102, 2, 97, 106, 98, -2
COc1cccc(CN2CCNC(=O)C2CC(=O)NCc2cc(C(C)C)no2)c1 (stereo unspecified)
    4, 107, 104, 13, 106, 110, 112, 0
O=C(NCCC(=O)N1CCCCCCC1)c1ccc(Br)cc1
    -1, 93, 99, -5, 92, 87, 70, 0
Cc1ccc(C2CC(=O)N3CN(Cc4ccco4)CSC3=C2C#N)cc1 (stereo unspecified)
    -6, 99, 102, -4, 100, 101, 103, -1
Cc1ccc(-n2cnnn2)c(S(=O)(=O)N2CCOCC2)c1
    -6, 100, 98, 2, 100, 104, 105, -2
Cc1ccccc1NC(=O)Nc1cc(-c2ccccc2)nn1C
    -2, 94, 92, 0, 97, 104, 96, 7
COc1ccc([N+](=O)[O-])cc1NC(=O)c1ccc(Br)s1
    11, 102, 103, -3, 95, 97, 97, 52*
O=C(Nc1ccc2snnc2c1)Nc1cccc2ccccc12
    3, 103, 101, -1, 100, 99, 110, 4
Cc1nnc(SCC(=O)NNC(=O)c2ccccc2)n1Cc1ccccc1
    1, 105, 101, 6, 100, 105, 104, 0
O=C(Nc1ccc(C(=O)N2CCCC2)cc1)c1ccccc1Br
    4, 101, 103, -3, 99, 99, 98, -1
CCCCN1C(N)=NC[C@H]1Cc1ccc(O)cc1
    14, 103, 97, 1, 97, 97, 91, -1
CC(C)N1C(=O)CCC1C(=O)NCCc1ccccc1 (stereo unspecified)
    1, 103, 99, -4, 100, 103, 106, -5
CC1CCCN(C(=O)C2CC(=O)N(c3ccc(Cl)cc3)C2)C1 (stereo unspecified)
    -10, 106, 110, 6, 101, 91, 91, 0
COc1cccc(S(=O)(=O)N2CCN(c3ccccc3F)CC2)c1
    4, 95, 99, 1, 92, 91, 85, 1
COC(=O)c1ccc(N=Cc2c(C(F)(F)F)[nH]n(C)c2=O)cc1
    3, 104, 96, -10, 106, 101, 103, 1
Cc1nnsc1-c1c(C(=O)O)c(C)nn1-c1ccc(OC(F)(F)F)cc1
    -9, 102, ., 2, 101, ., ., 1
CCOc1ccc(NS(=O)(=O)c2ccc(NS(=O)(=O)c3ccccc3)cc2)cc1
    3, 100, 91, -2, 102, 101, 105, 6
CC(=O)c1ccc(NC(=O)CN(c2c(C)cccc2C)S(C)(=O)=O)cc1
    ., 110, 100, ., 111, 107, 103, .
O=C(NCCc1ccc(Cl)cc1)C12CC3CC(CC(O)(C3)C1)C2
    -4, 97, 96, 17, 100, 102, 100, 5
CCOc1cc(/C=C(/NC(C)=O)C(=O)O)cc(Cl)c1OCc1cccc(Br)c1
    3, 102, 98, 3, 100, 107, 109, 0
CCC(C)[C@H]1CN=C(N)N1CCCc1cc(OC)c(OC)c(OC)c1 (stereo partly specified)
    6, 99, 94, -6, 103, 109, 105, 4

New compounds follow.
SMILES	procasp3 activ	MEP2-GFP yeast	LAP4 TOR yeast	proCasp7 act	RPL19A-GFP yeast	AGP1 TOR yeast	CIT2 TOR yeast	AHR activator
CC[N+](CC)(CCCCS(=O)(=O)[O-])CCNP1(=O)C=C(c2ccccc2)OC(c2ccccc2)=C1	0	105	101	1	102	100	94	3
CCOc1ccc(N(CC(=O)Nc2ccc(OC)cc2)S(C)(=O)=O)cc1	2	133	108	6	102	102	107	20
Cc1ccoc1C(=O)NCCCNC(=O)c1occc1C	-4	96	84	3	90	89	87	26
Cc1sc(NC(=O)C2CC(Cl)=CCC2C(=O)O)c(C#N)c1C (stereo unspecified)	-3	97	99	-2	103	93	93	5
CCc1ccc(CNC(=O)CCC(=O)n2ncc3cc(C)ccc32)cc1	0	96	100	10	93	90	83	3
CC12CCC(C(=O)NNc3ccc([N+](=O)[O-])cc3)(OC1=O)C2(C)C (stereo unspecified)	-5	97	104	5	93	100	93	-2
NC1=NC(=O)C2(COC(c3cccc([N+](=O)[O-])c3)OC2)S1 (stereo unspecified)	7	96	86	5	106	97	101	2
CCN1CCN(C(=O)C(=O)c2c(C)[nH]c3ccccc23)CC1	4	86	91	2	86	91	91	7
C#CCOC(=O)c1csc2nnsc12	4	91	95	16	92	96	91	1
COc1ccc(OC)c(S(=O)(=O)N(C)CC(=O)N2CCN(c3cccc(Cl)c3)CC2)c1	-7	93	99	2	99	96	92	1

Just LAP4 TOR yeast, for 4 of the compounds above:
molecule | LAP4 TOR yeast
CCN1CCN(C(=O)C(=O)c2c(C)[nH]c3ccccc23)CC1 | 91
COc1ccc(OC)c(S(=O)(=O)N(C)CC(=O)N2CCN(c3cccc(Cl)c3)CC2)c1 | 99
CCOc1ccc(N(CC(=O)Nc2ccc(OC)cc2)S(C)(=O)=O)cc1 | 108
C#CCOC(=O)c1csc2nnsc12 | 95

Carrying on.
SMILES	procasp3 activ	MEP2-GFP yeast	LAP4 TOR yeast	proCasp7 act	RPL19A-GFP yeast	AGP1 TOR yeast	CIT2 TOR yeast	AHR activator
Cn1c(Cc2cccs2)nnc1SCC(=O)N1CCCc2ccccc21	-8	108	108	8	98	97	96	8
CCC(=O)N1CCCc2cc(S(=O)(=O)NCc3cccs3)ccc21	1	?	?	11	21*[may fluoresce violet]	?	.	5
COc1ccc(CCNC(=O)c2cc(S(=O)(=O)N(C)c3ccccc3)ccc2Cl)cc1	-7	90	83	-6	100	88	83	6
NCCc1nnc(SCC(N)=O)o1	-1	99	95	9	105	108	108	0
CCC(=O)NC(=S)NNC(=O)c1ccc(NC(=O)c2ccccc2)cc1	-5	99	98	-15	99	102	106	-2
COc1ccccc1-n1c(SCC(=O)Nc2ccc(Br)cc2)nc(O)cc1=O	5	99	108	-1	93	98	96	1

Shown field by field: entries from further up
O=C(Nc1ccc(C(=O)N2CCCC2)cc1)c1ccccc1Br
  procasp3 activ: 4; MEP2-GFP yeast: 101; LAP4 TOR yeast: 103; proCasp7 act: -3; RPL19A-GFP yeast: 99; AGP1 TOR yeast: 99; CIT2 TOR yeast: 98; AHR activator: -1

CCCCN1C(N)=NC[C@H]1Cc1ccc(O)cc1
  procasp3 activ: 14; MEP2-GFP yeast: 103; LAP4 TOR yeast: 97; proCasp7 act: 1; RPL19A-GFP yeast: 97; AGP1 TOR yeast: 97; CIT2 TOR yeast: 91; AHR activator: -1

CC(C)N1C(=O)CCC1C(=O)NCCc1ccccc1 (stereo unspecified)
  procasp3 activ: 1; MEP2-GFP yeast: 103; LAP4 TOR yeast: 99; proCasp7 act: -4; RPL19A-GFP yeast: 100; AGP1 TOR yeast: 103; CIT2 TOR yeast: 106; AHR activator: -5

CC1CCCN(C(=O)C2CC(=O)N(c3ccc(Cl)cc3)C2)C1 (stereo unspecified)
  procasp3 activ: -10; MEP2-GFP yeast: 106; LAP4 TOR yeast: 110; proCasp7 act: 6; RPL19A-GFP yeast: 101; AGP1 TOR yeast: 91; CIT2 TOR yeast: 91; AHR activator: 0
